From PubChem
BRCA1 expr act: qHTS Assay to Identify Small Molecule Activators of BRCA1 Expression; MCF7-BRCA1-FFLuc reporter, luminescence, 48 h; response scale: scaled: vehicle 0%, 10 µM genistein 100%; Potency, µM (series often up to 46.1 µM), for inactives: top-dose activation, hits mostly activators; 380,000 tested, 1.1% active; active = well fitted activation curve with a large enough effect; inconclusive = small, poorly fitted or top-dose-only effect; inactive = no such curve, though single readings can be large or run the other way; also: nearly all actives have a fitted effect of over 80% in size; some results filed as inactive show a strong effect at the top dose
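MCF7-BRCA1-FFLuc, 2000 cells/well; 2 h attach, 37 °C/5% CO2; compound 48 h; luciferase substrate 15 min; luminescence end-point. Norm. to genistein 10 microM max activation and DMSO; concentration-response curves fitted.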
* = called active by the depositor; u = inconclusive; [ ] = another dose, or the depositor's remark. Potency is read from the fitted curve at half-maximal effect. Not all compounds are listed; the hit share may differ from the screen's.

BRCA1 expr act	Molecule
6.0%	CC1(C(=O)NS(=O)(=O)c2cccc(Cl)c2)CCN1C(=O)C1(c2ccccc2)CC1 (stereo unspecified)
-3.2%	CCOC(=O)[C@@H]1[C@H]2COc3ccccc3[C@@H]2N2C(=O)N(c3ccc(Br)cc3)C(=O)[C@@]12C
-12.8%	O=C(NCc1cc(Cl)cc(Cl)c1)c1csc(COCCO)n1
4.2%	Cc1cnc(C2OCCO2)c2cccc([N+](=O)[O-])c12
12.5%	Cc1nn2c(-c3cccc(NC(=O)CN4CCOCC4)c3)nnc2c2ccccc12
-50.6%	COC(=O)c1ccc(NC(=O)c2nc(S(=O)(=O)Cc3ccccc3F)ncc2Cl)cc1
13.2%	COc1ccc(OC(C)C(=O)NCC2CCCO2)cc1 (stereo unspecified)
2.3%	Cc1cc(Cl)ccc1OCC(=O)OCC(=O)NCCNC(=O)COC(=O)COc1ccc(Cl)cc1C
-5.3%	CCOC(=O)C1(C)CCCN1C(=O)c1ccc(C)cc1 (stereo unspecified)
-0.5%	COc1ccc(NC(=O)C2(C)CCCN(C(C)C)C2)cc1OC (stereo unspecified)
19.5%	Cc1cccc(C(O)c2ncc(-c3ccc4ccccc4c3)[nH]2)c1C (stereo unspecified)
6.7%	COc1ccc(OC)c(CNC(=O)c2[nH]c(C(F)(F)F)nc2-c2ccccc2)c1
-46.9%	CNc1nc(NCc2ccco2)c2ccccc2n1
-104.8%[inhibitor]	O=C(CSc1c2c(nc3ccc(Cl)cc13)CCCC2)N1CCN(C(=O)c2ccco2)CC1
0.5%	O=C(CCCCCN1C(=O)c2cccc([N+](=O)[O-])c2C1=O)NCCc1ccccc1
14.3%	O=C(NCc1cccs1)c1ccc2sc(COCCO)nc2c1
1.3%	CCN(C)C1CN(Cc2cn(CCCOC)nn2)S(=O)(=O)C1 (stereo unspecified)
22.8%	c1ccc(COc2ccc(-c3cc4nc(NCCN5CCOCC5)ccn4n3)cc2)cc1
5.4%	CN(C)c1cccc(CNC(=O)c2csc([C@@H]3O[C@H](CO)[C@H](O)[C@H](O)[C@H]3O)n2)c1
0.0%	O=S(=O)(NCCCCNS(=O)(=O)c1ccc(F)cc1)c1ccc(F)cc1
u	Cc1cc(NC(=O)CSc2nc(C3CC3)nc3sc4c(c23)CCC(C)C4)no1 (stereo unspecified)
-27.2%	CCN(CC(=O)NCc1cccs1)C(=O)c1cccc(S(=O)(=O)N(CC)c2ccccc2)c1
0.0%	CCOC(=O)[C@@H]1[C@H]2COc3ccc(Br)cc3[C@@H]2N2C(=O)N(c3cccc(F)c3)C(=O)[C@]12C
-30.8%	Cc1noc(C)c1S(=O)(=O)Nc1ccc2c(c1)C(=O)N([C@@H](C)CO)C[C@@H](C)[C@@H](CN(C)CC1CCCCC1)OCCCC[C@@H](C)O2
-15.8%	Cc1ccc(C(=O)N(CCc2ccccc2)Cc2ccccc2)cc1S(=O)(=O)N1CCOCC1
3.1%	CCC(=O)N1CCC1(C)C(=O)Nc1ccc(C)c(C)c1 (stereo unspecified)
-49.3%	Cc1ccc([C@H]2C[C@H](O)[C@@H](n3cc(C4CC4)nn3)CN2Cc2cccs2)cc1
12.7%	CCCCNc1c(-c2ccc(F)cc2)nc2nc(C)cc(C)n12
-25.5%	CCOc1ccc(OCCC(=O)N(CCOC)c2c(N)n(Cc3ccccc3)c(=O)[nH]c2=O)cc1
24.6%	COc1ccc(C(=O)C2CCCN(C(=O)c3csc(SC)n3)C2)cc1F (stereo unspecified)
0.0%	COc1ccccc1Cc1c(-c2ccc(OC)c(OC)c2)nc2cc(C)c(Br)c(C)n12
-70.8%	O=C(C(c1ccccc1)c1ccccc1)N1CCC(c2nc(-c3ccccc3Cl)no2)CC1
5.0%	CCN(CC)C(=O)C1=C(C)N(Cc2ccccc2)C(=O)C(CC(=O)NCCCCc2ccccc2)C1 (stereo unspecified)
-23.4%	OC[C@@H]1CN(Cc2ccc3c(c2)OCO3)C[C@H](n2cnc3c(N4CCN(c5ccccc5)CC4)ncnc32)O1
-79.3%[inhibitor]	CCCCCCCCSC1=CC(=O)C(OC)=C(OC)C1=O
36.4%	CC1=C(C(=O)N(C)C)CC(CC(=O)NCc2cccs2)C(=O)N1CCC1=CCCCC1 (stereo unspecified)
-71.1%	COc1cc(OC)nc(Nc2nc(C(N)Cc3ccc(C(F)(F)F)cc3)cs2)n1 (stereo unspecified)
12.7%	Cc1cc(OCC(=O)OCC(=O)N2CCCCC2)ccc1Cl
0.0%	Cc1cn([C@H]2C[C@H](O)[C@@H](CNC(=O)[C@@H]3CCCN3Cc3ccccc3)O2)c(=O)[nH]c1=O
7.5%	Nc1nc(Cl)nc2c1ncn2C1CCC(CO)O1 (stereo unspecified)
-40.5%	N=C(N)c1ccc(N=Nc2c(O)ccc3c2[nH]c2ccccc23)cc1
10.5%	CC(C)COC(=O)N1CCCCC1c1cc(C(=O)NCc2ccccc2)no1 (stereo unspecified)
-73.9%[inhibitor]	C=C1C(=O)OC2C=C(CO)CCC=C(CO)CC(OC(=O)C(C)C)C12 (stereo unspecified)
-31.8%	NC(c1csc(NC(=O)c2cccc(OC(F)(F)F)c2)n1)c1ccccc1Cl (stereo unspecified)
0.0%	COc1ccc([C@H]2N[C@]3(CCCN(Cc4ccc(Br)cc4)C3=O)[C@H]3C(=O)N(Cc4ccccc4)C(=O)[C@@H]23)cc1
2.6%	CCN(CC)C(=O)c1cccc(-c2csc(C(NC(C)=O)c3cccc(OC)c3)n2)c1 (stereo unspecified)
20.1%	CCCNC(=O)C1(C)CCN1C(=O)C/C=C/c1ccccc1 (stereo unspecified)
-59.2%	CC(C)C[C@@H](CN1CCC[C@H]1CN1C(=O)C(=O)NC[C@@H]1Cc1ccccc1)N1C[C@H](Cc2ccc(O)cc2)N(CC2CCCCCC2)C(=O)C1=O

Three compounds picked at random from those above, as already listed:
BRCA1 expr act	Molecule
-71.1%	COc1cc(OC)nc(Nc2nc(C(N)Cc3ccc(C(F)(F)F)cc3)cs2)n1 (stereo unspecified)
10.5%	CC(C)COC(=O)N1CCCCC1c1cc(C(=O)NCc2ccccc2)no1 (stereo unspecified)
22.8%	c1ccc(COc2ccc(-c3cc4nc(NCCN5CCOCC5)ccn4n3)cc2)cc1

New compounds follow:
BRCA1 expr act	Molecule
-7.2%	COC(=O)c1sc(NC(=O)CN2CCN(c3cccc(Cl)c3)CC2)c(C(=O)OC)c1C
-77.3%	O=C1NC(c2ccccc2)N=C2Oc3ccccc3C=C12 (stereo unspecified)
-8.0%	CC(C)C(=O)Nc1cccc(N2CCN(CCCN3C(=O)C4CCCCN4C3=O)CC2)c1 (stereo unspecified)
1.8%	CC1=CC(=O)C2(C)C(C)=C(C)C12C (stereo unspecified)
-3.5%	COc1nc(=O)n(C2OC(CO)C(O)C2O)cc1C (stereo unspecified)
5.7%	Cc1cc(C)c(NC(=S)NC(=O)c2ccccc2)cc1C
24.8%	O=C(O)c1c(Br)c(Br)c(Br)c(Br)c1C1c2ccc(O)cc2Oc2cc(O)ccc21
2.5%	CC(C)C1NCCc2c1sc1ccccc21 (stereo unspecified)
u	COc1ccccc1OCCSc1nnnn1C1CCCCC1
-8.0%	Cc1cc(NC(=O)C2(C)CCN2C(C)C)c2ccccc2n1 (stereo unspecified)
-27.9%	CC1CCCC(NC(=O)CCCCCn2c(=S)[nH]c3ccsc3c2=O)C1C (stereo unspecified)
-8.8%	COCCNc1nc(NCCNC(C)=O)c2sc(-c3ccccc3)cc2n1
-19.8%	CCN(CCC(=O)O)c1ccc(/C=C/c2ccnc3ccccc23)cc1
-54.2%	Cn1cnc([N+](=O)[O-])c1S(=O)(=O)Oc1cccc2ccccc12
-21.3%	COc1ccc(OC(F)(F)F)cc1CC1(C)C(=O)Nc2cccc(Cl)c21 (stereo unspecified)
29.6%	O=C(Nc1ccccc1Cl)C1C2CCCCC21 (stereo unspecified)
-65.6%	COc1ccc(C(=O)c2ccc(OC)c(OC)c2OC)cc1
-51.1%	CC12CCC=CC1=C(C=O)C1C2CCC2(C)C(O)CCC12 (stereo unspecified)
14.2%	COC(=O)CCCn1cc(CN(C)C2CN(Cc3cn(CCCC(=O)OC)nn3)S(=O)(=O)C2)nn1 (stereo unspecified)
-1.2%	O=C(NCc1ccncc1)c1csc([C@@H]2O[C@H](CO)[C@@H](O)[C@H]2O)n1
-11.0%	CN1CCN(S(=O)(=O)c2ccc(NC(=O)c3ccc([N+](=O)[O-])cc3)cc2)CC1
1.3%	CC1CCCCC1NC(=O)CCn1c(=S)[nH]c2ccccc2c1=O (stereo unspecified)
26.7%	COc1ccc([C@H]2CC(=O)C[C@@H](CCn3cc(CCc4ccccc4)nn3)O2)cc1
0.0%	COc1ccc(Cl)cc1-c1cc(C(=O)N[C@H](C)c2ccccc2)[nH]n1

3 entries out of the list, arranged by molar mass, low to high.
BRCA1 expr act	Molecule
-51.1%	CC12CCC=CC1=C(C=O)C1C2CCC2(C)C(O)CCC12 (stereo unspecified)
-65.6%	COc1ccc(C(=O)c2ccc(OC)c(OC)c2OC)cc1
26.7%	COc1ccc([C@H]2CC(=O)C[C@@H](CCn3cc(CCc4ccccc4)nn3)O2)cc1

(cont.)
BRCA1 expr act	Molecule
24.6%	O=C(c1[nH]c(C(F)(F)F)nc1-c1ccccc1)N1CCC(C(O)(c2ccccc2)c2ccccc2)CC1
0.5%	CN1CCN(C(=O)c2ccc(S(=O)(=O)N(C)c3ccccc3)cc2)CC1
15.1%	CCC(=O)N1CCCC(C)(C(=O)Nc2ccc(OC(F)F)cc2)C1 (stereo unspecified)
-72.3%	CCCCCCCCC(c1nc2ccccc2[nH]1)N1CCN=C1c1cc2ccccc2[nH]1 (stereo unspecified)
13.0%	Cc1ccc2c(O)c(Cc3ccccc3)c(=O)[nH]c2n1
-0.7%	C[C@H]1CN([C@@H](C)CO)C(=O)CCCn2cc(nn2)CO[C@@H]1CN(C)C(=O)Nc1ccc(C(C)(C)C)cc1
-4.5%	CCSc1nnc(NC(=O)CCC2CCCCC2)s1
53.0%	C/C(=N\OC(=O)c1ccc(F)cc1)c1sc(-c2ccc(Cl)cc2)nc1C
0.0%	O=C1[C@H](Cc2ccccc2)NCCCC[C@H](c2ccc(Cl)cc2)N1Cc1ccc(Cl)cc1
-0.4%	OCc1ccccc1-c1ccc2nncn2c1
8.9%	CCC[C@H]1CN(c2ccc(Br)cc2)C(=O)[C@@H]1CC(=O)NC
-7.8%	COc1ccc(C(O)c2nc(-c3ccoc3)cs2)cc1 (stereo unspecified)
-1.4%	O=C1NC[C@H](Cc2ccc(O)cc2)N(C[C@@H]2CCCN2C[C@H](Cc2ccccc2)N2C[C@H](Cc3ccccc3)N(CC3CCCCCC3)C(=O)C2=O)C1=O
-3.8%	CC1=C(C(=O)N2CCOCC2)CC(CC(=O)NCCCCc2ccccc2)C(=O)N1CCCN1CCCC1=O (stereo unspecified)
18.3%	OCC[C@@H]1C[C@@H](O)[C@H](O)[C@@]2(CCCCO2)O1
13.3%	C[C@H]1CN([C@@H](C)CO)C(=O)c2cc(Br)cnc2O[C@@H]1CN(C)C(=O)NC1CCCCC1
-2.7%	O=c1[nH]c(=O)n2ncnc2[nH]1
-6.7%	CC1(C(=O)NS(=O)(=O)c2cccc(Cl)c2)CCN1C(=O)CCc1ccc(Cl)cc1Cl (stereo unspecified)
-0.7%	CCCCCCCCC(=O)O
-11.8%	COc1cccc(-c2cc3nc(NCc4ccccc4OC)n(C)c(=O)c3s2)c1
-58.3%	O=C1C=C(C#Cc2ccc(Oc3ccccc3)cc2)C[C@@H](c2ccc(F)cc2)C1
-29.8%	CCOC(=O)C1=CCN(S(=O)(=O)c2ccccc2Cl)C1c1cccc(Br)c1 (stereo unspecified)
2.0%	COc1ccc(-c2c(N)cnc(C(=O)O)c2C)c(OCc2ccccc2)c1OC
18.0%	CC(=O)Nc1ccc(NC(=O)c2ccc(-c3ccnn3C)c3ccoc23)cc1
-26.5%	CC(=O)c1cc(CN2CCC(C(=O)Nc3ccc(-n4nc(C)cc4C)cc3)CC2)cs1
6.1%	CC(=O)O[C@@H]1C[C@H](c2ccccc2)OC(=O)CCCCC1=O
-5.1%	C[C@H]1CN([C@@H](C)CO)C(=O)CCCn2nncc2CO[C@@H]1CN(C)C(=O)NC1CCCCC1
0.0%	CCc1nc2c(OCCn3cccc3)cccn2c1N(C)C(=O)CC(C)C
15.2%	CCN(CC)C(=O)C1=C(C)N(Cc2ccc(F)cc2)C(=O)C(CC(=O)NCc2cccc3ccccc23)C1 (stereo unspecified)
-104.7%[inhibitor]	OC(c1cc(-c2cccc(Cl)c2)nc2ccccc12)C1CCCCN1 (stereo unspecified)
61.8%	NC(=O)c1cccc(-c2csc(C(O)c3ccccc3)n2)c1 (stereo unspecified)
-5.1%	CSc1ccc(CN2CCC(C)(Oc3ccc(F)cc3)C2)cc1 (stereo unspecified)
-16.5%	CC(C)C(C)(C#N)NC(=O)COC(=O)C1CCN(S(=O)(=O)c2ccc3c(c2)OCCO3)CC1 (stereo unspecified)
40.7%	NC(=O)c1ccsc1NC(=O)c1cccs1
u	C#CCN(C[C@H]1[C@H](OC(=O)NC2CC2)[C@H](OC(=O)NC2CC2)C[C@H]2C(=O)N(c3ccccc3)C(=O)[C@@H]12)S(=O)(=O)c1ccc(C)cc1
33.8%	COc1ccc(Cl)c(-c2cc(C(=O)Nc3ccc(F)cc3)[nH]n2)c1

Single entries from above.
Under BRCA1 expr act, `CSc1ccc(CN2CCC(C)(Oc3ccc(F)cc3)C2)cc1` (stereo unspecified) reads -5.1%
Under BRCA1 expr act, `NC(=O)c1cccc(-c2csc(C(O)c3ccccc3)n2)c1` (stereo unspecified) reads 61.8%
Under BRCA1 expr act, `CC(=O)O[C@@H]1C[C@H](c2ccccc2)OC(=O)CCCCC1=O` reads 6.1%
Under BRCA1 expr act, `OC(c1cc(-c2cccc(Cl)c2)nc2ccccc12)C1CCCCN1` (stereo unspecified) reads -104.7%[inhibitor]
Under BRCA1 expr act, `NC(=O)c1ccsc1NC(=O)c1cccs1` reads 40.7%
